# Screening results deposited in PubChem BioAssay by National Center for Advancing Translational Sciences (NCATS).
# D2 ag = HTS Assay for Allosteric Agonists of the Human D2 Dopamine Receptor: Primary Screen for Agonists | HEK293 T-REx D2 cells, calcium flux agonist mode | actives 0.53% (n = 340,000) | AID 485358, 2010 | D(2) dopamine receptor (Homo sapiens), P14416 | activation, % at 2 µM;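 active = activation over 3 SD above normal in the single-dose calcium agonist read, cut at about 30% in these data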; note: 0% is about no effect
# Target sequence (P14416 whole entry, looked up): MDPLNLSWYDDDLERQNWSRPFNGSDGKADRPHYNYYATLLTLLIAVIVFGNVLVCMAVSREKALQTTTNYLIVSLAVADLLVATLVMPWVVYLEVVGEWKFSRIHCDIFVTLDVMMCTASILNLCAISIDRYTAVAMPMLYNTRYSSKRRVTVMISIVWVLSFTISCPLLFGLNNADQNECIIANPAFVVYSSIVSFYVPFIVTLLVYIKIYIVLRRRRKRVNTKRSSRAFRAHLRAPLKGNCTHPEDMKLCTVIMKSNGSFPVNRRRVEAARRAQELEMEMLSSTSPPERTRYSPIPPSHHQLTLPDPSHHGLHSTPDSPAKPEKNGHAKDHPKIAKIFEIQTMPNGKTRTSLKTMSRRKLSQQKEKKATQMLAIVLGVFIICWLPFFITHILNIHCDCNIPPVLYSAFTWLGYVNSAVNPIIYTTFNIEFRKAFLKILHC
#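 Agonism is scored from calcium flux in a force-coupled, inducible HEK293 cell line expressing D2, read kinetically for 180 s after compound addition against dopamine controls.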
# D1 PAM = Potentiators of Human D1 Dopamine Receptor: qHTS | D(1A) dopamine receptor (Homo sapiens), P21728 | HEK293 TREx D1 cells, calcium flux, dopamine EC20 potentiation | potentiation, % at 10 µM | actives 0.036% (n = 360,000) | AID 504651, 2011; in the data active = potentiation above about 30%; note: 0% is about no effect
# RXFP1 ag = qHTS Assay for Agonists of the Relaxin Receptor RXFP1; HEK293T-RXFP1 cAMP TR-FRET, 30 min; response scale: percent of porcine relaxin response, buffer zero; actives 0.3% (n = 370,000); Relaxin receptor 1 (Homo sapiens), Q9HBX9; Potency, µM (top dose mostly 57.5 µM), for the others: top-dose activation, usual class: activators; active = well fitted activation curve with a large enough effect; inconclusive = small, poorly fitted or top-dose-only effect; note: potency is the fitted concentration of half-maximal effect; % is set by controls: 0 for no effect and ±100 for the full control effect; nearly all actives have a fitted effect of over 60% in size; many of its hits are not listed in these tables
#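 HEK293T cells stably expressing RXFP1 were pretreated with the PDE4 inhibitor Ro 20174, exposed to compounds for 30 min at 37C, lysed, and cAMP was read by TR-FRET. Data normalized to buffer (basal) and 29 nM porcine relaxin (100%).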
# RXFP1 antag = qHTS Assay for Antagonists of the Relaxin Receptor RXFP1; HEK293-RXFP1, relaxin-stimulated cAMP HTRF, 30 min; stronger effect = lower value; activity change, negative = inhibition, % at 57.5 µM; actives 0.59% (n = 350,000); AID 1259400, 2018;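 active = activity change of -60% or lower, but not beyond a set lower limit; inconclusive = change between -60% and -40%, or beyond the set limit; inactive = change above -40%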; note: % is set by controls: 0 for no effect and ±100 for the full control effect
# TRHR enhancer = qHTS for Small Molecule Agonists and Allosteric Enhancers of Human TRH Receptor: Primary Screen for Enhancers; Thyrotropin-releasing hormone receptor (Homo sapiens), P34981; enhancement, % at 2 µM; AID 493056, 2011; TRHR cells, fluo-8 calcium fluorescence, EC20 TRH enhancement; actives 0.66% (n = 360,000); in the data active = enhancement above about 30%; note: 0% is about no effect
# Target sequence (P34981 whole entry, looked up): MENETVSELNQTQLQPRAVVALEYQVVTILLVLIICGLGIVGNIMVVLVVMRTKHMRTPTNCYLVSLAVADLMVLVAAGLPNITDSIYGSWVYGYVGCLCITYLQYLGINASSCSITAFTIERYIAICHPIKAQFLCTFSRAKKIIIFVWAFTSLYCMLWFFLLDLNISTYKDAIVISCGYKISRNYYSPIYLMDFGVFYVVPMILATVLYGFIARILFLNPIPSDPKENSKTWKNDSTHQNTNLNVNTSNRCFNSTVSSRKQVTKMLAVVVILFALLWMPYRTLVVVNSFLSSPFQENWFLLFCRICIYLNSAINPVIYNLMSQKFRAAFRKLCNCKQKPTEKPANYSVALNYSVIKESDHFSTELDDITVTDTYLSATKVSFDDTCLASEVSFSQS
#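 TRHR-expressing cells loaded with fluo-8 calcium dye were read kinetically (ex 480/em 530) during compound addition, then stimulated with an EC20 of TRH (10 nM final). Enhancement of the Gq-mediated intracellular calcium response was scored.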
# D2 antagonist = HTS Assay for Allosteric Antagonists of the Human D2 Dopamine Receptor: Primary Screen for Antagonists. D(2) dopamine receptor (Homo sapiens), P14416. actives 2% (n = 340,000). AID 485344, 2010. inhibition, % at 10 µM. HEK293 TREx D2 cells, calcium flux, dopamine EC80; in the data active = inhibition above about 30%; note: 0% is about no effect
#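 Calcium mobilization kinetics were recorded at 1 s intervals in tetracycline-induced HEK293 T-REx D2 cells, first for 180 s after compound addition and then 180 s after EC80 dopamine.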
# D1 antag = Antagonist of Human D 1 Dopamine Receptor: qHTS; D(1A) dopamine receptor (Homo sapiens), P21728; HEK293 TREx D1 cells, calcium flux, dopamine EC80; stronger effect = lower value; activity change, negative = inhibition, % at 10 µM; actives 3.2% (n = 360,000); in the data active = activity change below about -30%; note: % is set by controls: 0 for no effect and ±100 for the full control effect
#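 Tetracycline-induced HEK293 T-REx cells with force-coupled D1 receptor were loaded with a no-wash calcium dye. Compound was added after a 10 s baseline and read kinetically for 180 s; EC80 dopamine was then added and calcium flux followed another 180 s.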
# D1 agonist = Allosteric Agonists of the Human D1 Dopamine Receptor: qHTS. activation, % at 2 µM. HEK293 T-REx D1 cells, calcium flux, agonist mode. D(1A) dopamine receptor (Homo sapiens), P21728. actives 1% (n = 360,000); in the data active = activation above about 30%; note: 0% is about no effect
#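 Tetracycline-induced HEK293 TREx D1 cells, force-coupled to calcium signalling, were dye-loaded with a no-wash calcium kit. Compound was pin-added after a 10 s baseline. Fluorescence was read kinetically at 1 cycle/s for 180 s, with calcium rises flagged as agonism.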
# D2 potentiator = HTS Assay for Positive Allosteric Modulators of the Human D2 Dopamine Receptor: Primary Screen for Potentiators; D(2) dopamine receptor (Homo sapiens), P14416; potentiation, % at 10 µM; actives 0.34% (n = 340,000); HEK293 T-REx D2, calcium flux, EC20 dopamine potentiation;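 active = potentiation over 3 SD above the plate norm, cut at about 30% in these data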; note: 0% is about no effect
#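 Potentiation of an EC20 dopamine calcium response measured kinetically over 180 s, after a preceding 180 s compound-only read flagging agonists. Cells: inducible Hek293 Trex D2 line, 4000/well, cultured overnight at 30 C before dye loading.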
# Active calls of the source: *; ? = inconclusive; . = not tested or not shown; & = joins results of further samples. This is a subset. The share of hits here may be higher or lower than overall.
SMILES,D2 ag,D1 PAM,RXFP1 ag,RXFP1 antag,TRHR enhancer,D2 antagonist,D1 antag,D1 agonist,D2 potentiator
CCC1CCCCN1S(=O)(=O)Cc1ccccc1Cl (stereo not drawn),0.3,0.4,1.9%,27.4,2.2,-9.0,.,-1.2,-6.6
Cc1ccc(C)c(N2N=C(C(=O)Nc3ccc(S(=O)(=O)N4CCCC4)cc3)CCC2=O)c1,0.3,-2.0,0.2%,-6.0,1.5,-11.0,2.9,10.8,-3.4
CCOC(=O)CCC(NC(=O)CCCCCCCC(=O)NC(CCC(=O)OCC)C(=O)OCC)C(=O)OCC (stereo not drawn),0.6,-3.6,0.4%,1.7,4.0,-18.0,-2.7,1.6,1.3
CCOC(=O)c1ccc(NC(=O)C(=O)NCc2ccco2)cc1,-0.3&0.3,-4.8&2.6,3.5%&3.7%,-6.2&3.0,-0.6&0.3,-2.7,-8.6&4.7,2.6&3.4,7.9&-1.0
CC(C)Cc1ccc(C(C)C(=O)Nc2ncccn2)cc1 (stereo not drawn),-0.7,2.4,3.3%,-19.6,-3.1,1.9,-19.6,14.0,-0.5
CCCCn1c(N)c(N(CC(C)C)C(=O)c2ccc(OCC3CCCO3)cc2)c(=O)[nH]c1=O (stereo not drawn),-0.3,-3.2,-0.7%,-3.9,9.6,-8.0,-7.9,6.3,7.1
CCOc1ccc(Br)cc1S(=O)(=O)Nc1cccc(S(=O)(=O)N(C)c2ccccc2)c1,0.9,-3.9,-0.2%,15.7,2.3,21.7,9.5,2.1,7.7
O=C1C=CC(=O)N1c1ccc(Sc2ccc([N+](=O)[O-])cc2)cc1,-1.1,-1.1,-0.8%,.,-4.5,-9.4,-4.7,1.2,0.7
C=CCNC(=O)c1c(C(F)(F)F)nn(C)c1Cl,-0.3,-3.5,3.7%,1.2,-0.7,-7.5,0.9,-0.1,-0.3
c1ccc(CCNC2=NCCS2)cc1,1.1,-5.3,2.5%,-8.0,5.6,15.6,0.4,1.7,-8.9
O=C(Nc1ccc(F)cc1)C1=CC(=O)N2CCN=C2S1,0.3,3.9,-0.6%,.,3.9,-17.2,2.8,5.2,-2.7
COc1ccc(CCNC(=O)C2CCCN(S(C)(=O)=O)C2)cc1OC (stereo not drawn),0.3,-3.1,3.8%,9.1,0.9,-18.8,-9.6,4.1,4.6
Cc1cc(NC(=O)CSCC(=O)Nc2nc3ccc(F)cc3s2)no1,-0.3,-3.9,-3.0%,12.5,5.1,-16.6,-7.1,0.8,7.5
C=C(C)CNC(=S)NNC(=O)c1cc(C)oc1C,1.0,-3.9,-0.3%,-2.9,3.3,-5.1,2.9,5.1,6.1
Cc1ccccc1CC1CCN(CCCNC(=O)Nc2ccccc2)CC1,3.0,-7.4,-1.2%,-4.4,3.0,-1.2,-15.8,12.4,-20.6
O=C(NCCc1csc(-c2cccc(F)c2)n1)c1ccccc1C(F)(F)F,0.1,-3.5,1.6%,-2.0,-5.4,.,-13.9,1.6,6.2
Cc1onc(C(=O)Nc2ccc(OC(F)(F)F)cc2)c1[N+](=O)[O-],1.0,-7.9,0.1%,-14.8,-1.9,-7.6,-19.3,3.1,-4.1
COc1ccc2sc(N(CCCN(C)C)C(=O)c3ccc(S(=O)(=O)N4CCc5ccccc5C4)cc3)nc2c1,1.3,-5.7,-0.1%,-17.5,-5.2,-6.3,2.4,13.1,9.4
O=C(Cn1c(=O)oc2cc(S(=O)(=O)N3CCCC3)ccc21)NCc1ccccn1,-1.5,8.2,2.3%,.,-1.4,15.9,-5.5,1.3,11.1
O=C(c1ccco1)N1CCc2[nH]nc(-c3ccc(Cl)cc3)c2C1,0.2,0.9,-0.1%,-25.5,6.8,-5.8,-30.4*,2.8,-3.7
CC(=O)CCN1CCOCC1,0.0,-0.6,0.7%,7.4,-1.4,-2.2,-7.6,1.9,-3.2
CCc1ccc2oc(-c3cc(N)cc(C)c3O)nc2c1,0.3,1.8,2.7%,-18.1,0.3,8.4,2.4,-0.4,8.0
CCc1c(C)nc2nncn2c1Nc1ccc(C(C)C)cc1,-1.0,-1.6,2.0%,-2.6,-4.6,.,-0.4,0.6,-4.6
Cc1cccc(C(=O)OCC(=O)N(CC(C)C)c2c(N)n(Cc3ccccc3)c(=O)[nH]c2=O)c1O,0.6,-3.7,-2.1%,4.2,12.3,-4.0,13.7,-0.5,9.3
COc1cc(NC(=O)CCc2nc3cccnc3n2Cc2cccs2)cc(OC)c1OC,-0.4,-1.8,-2.6%,-11.7,-6.8,.,-9.2,0.7,-3.3

# D1 antag, hit marks shown above
SMILES | D1 PAM | RXFP1 antag | TRHR enhancer | D2 antagonist | D1 antag | D1 agonist | D2 potentiator
O=C(c1ccco1)N1CCc2[nH]nc(-c3ccc(Cl)cc3)c2C1 | 0.9 | -25.5 | 6.8 | -5.8 | -30.4* | 2.8 | -3.7

# Quoted at random: 3 records from the list
SMILES,D2 ag,D1 PAM,RXFP1 ag,RXFP1 antag,TRHR enhancer,D2 antagonist,D1 antag,D1 agonist,D2 potentiator
COc1ccc2sc(N(CCCN(C)C)C(=O)c3ccc(S(=O)(=O)N4CCc5ccccc5C4)cc3)nc2c1,1.3,-5.7,-0.1%,-17.5,-5.2,-6.3,2.4,13.1,9.4
COc1cc(NC(=O)CCc2nc3cccnc3n2Cc2cccs2)cc(OC)c1OC,-0.4,-1.8,-2.6%,-11.7,-6.8,.,-9.2,0.7,-3.3
Cc1cc(NC(=O)CSCC(=O)Nc2nc3ccc(F)cc3s2)no1,-0.3,-3.9,-3.0%,12.5,5.1,-16.6,-7.1,0.8,7.5

# Carrying on.
SMILES,D2 ag,D1 PAM,RXFP1 ag,RXFP1 antag,TRHR enhancer,D2 antagonist,D1 antag,D1 agonist,D2 potentiator
O=C(CCCc1ccccc1)N=C1SC2CS(=O)(=O)CC2N1c1ccccc1 (stereo not drawn),0.4,5.3,-0.4%,-12.3,-3.0,3.5,-8.2,1.7,-3.0
CC(=O)N1c2nc(C(C)C)nn2C2(CCCCC2)[C@@H]2CCCC[C@@H]21,-1.3,-0.1,2.1%,-0.8,2.6,.,-4.7,0.9,2.8
CCOC(=O)C1CCN(C(=O)COc2ccc(N(C)S(=O)(=O)c3ccc(OCC)cc3)cc2)CC1,.,1.7,0.8%,-2.7,-1.4,.,-4.0,3.3,19.8
CCOC(=O)CNC(=O)C(CO)NC(=O)OCc1ccccc1 (stereo not drawn),-0.2,-0.1,0.0%,13.5,-4.5,17.6,9.0,0.8,1.8
Cc1cc(NCCN2CCOCC2)n2c(nc3ccccc32)c1C#N,-0.4,1.8,3.8%,-10.7,-5.7,-14.2,8.5,2.0,-3.7
CC(=O)N1CCCc2ccc(NS(=O)(=O)c3ccc(C)c(C)c3)cc21,0.2&1.3,-2.7&-1.2,-0.5%&3.1%,-2.5&-5.0,3.3&5.0,-10.4,-11.6&-1.0,5.3&11.0,-6.6&-5.6
CCN(CC)C1CCN(C(=O)c2cc(COc3ccc(-n4cncn4)cc3)on2)C1 (stereo not drawn),0.1,-1.0,-1.3%,-12.5,3.0,-3.0,2.1,8.8,-2.1
Cc1ccc(-c2nnc(Nc3ccc(Br)cc3)c3ccccc23)cc1S(=O)(=O)N1CCCCC1,-0.9,4.5,5.3%,2.0,-0.6,.,3.9,-0.2,-8.6
O=C(CCc1nc2ccccc2c(=O)[nH]1)Nc1cc(Cl)ccc1N1CCCC1,-0.1,0.5,-0.8%,-10.4,47.1*,-9.2,19.1,0.9,7.6
Cc1ccc(C)c(-n2nnc(-c3nc(-c4ccccc4C)no3)c2C)c1,.,-4.3,-0.7%,-13.9,-2.3,.,-10.8,2.5,2.0
Cc1ccc(CNC(=O)c2ccc(CSCc3ccc(Cl)cc3)o2)cc1,0.7,-2.5,2.7%,?,8.1,.,-12.5,19.0,9.5
COC(=O)Nc1ccc(S(=O)(=O)N2c3ccccc3CCC2C)cc1 (stereo not drawn),-0.6,-3.4,1.5%,15.4,-1.9,-2.1,0.0,5.9,-0.8
Cc1ccc(-c2cc(-c3n[nH]c(=S)o3)c3ccccc3n2)cc1,-1.1,0.2,-0.9%,-7.3,-6.8,-9.3,-2.9,3.1,-5.9
CCCCOC(=O)c1ccc(NC(=O)c2ccc3c(c2)CCN3S(=O)(=O)c2ccccc2)cc1,1.3,-0.1,-0.5%,-11.1,0.0,.,-12.8,0.8,-6.0
Cc1ccc(NC(=O)COC(=O)CNC(=O)c2cccc([N+](=O)[O-])c2)cc1S(=O)(=O)N1CCCCCC1,0.5,-0.8,0.0%,-18.6,10.4,-17.9,6.4,1.2,6.0
CCN(CC(=O)NC1CCS(=O)(=O)C1)S(=O)(=O)c1ccc2ccccc2c1 (stereo not drawn),-0.2,0.8,4.4%,5.2,4.6,-7.5,-9.9,1.1,7.2
Cn1c(CN2CCN(CC#N)CC2)c(C#N)c2ccccc21,0.0,-4.9,1.2%,15.9,4.3,-12.8,-8.1,1.7,-3.1
CC(=O)c1ccc(NC(=O)CCc2c(C)nn(-c3ccc(N4CCOCC4)nn3)c2C)cc1,0.0&0.8,-4.2&-5.3,4.2%&4.4%,5.3,-3.8&-10.6,9.0,-0.2&18.0,3.5&-0.6,-4.2&-11.6
CC(C)(C)c1ccc(C(=O)N2CCCC(c3nc4c(nnn4Cc4cccc(F)c4)c(=O)[nH]3)C2)cc1 (stereo not drawn),-1.0,1.0,-0.3%,-17.1,-4.3,.,10.3,2.2,4.4
CC(c1ccccc1)C1CC(=O)N(c2cc(Cl)ccn2)C1=O (stereo not drawn),.,23.1,-0.4%,1.3,2.1,.,1.0,1.8,-2.1
Cc1n[nH]c(C)c1S(=O)(=O)Nc1ccc2c(c1)OCCO2,0.3,-3.4,1.1%,0.6,0.0,-8.7,-12.9,0.9,-2.0
Cc1cc2oc(=O)c(CC(=O)NCCCN(C)C)c(C)c2c2occ(C(C)(C)C)c12,-0.5,-4.5,-0.4%,-29.9,8.6,4.6,-8.4,-0.2,-2.0
C=CCOc1ccc(CN(C)C(=O)CNC(=O)c2ccc(-c3ccccc3)cc2)cc1,-0.6,-5.6,-0.4%,-12.0,6.3,-13.4,-25.8,34.5*,21.4
